Kir21 block: Kir2.1 (mouse) channel inhibition | HEK293-Kir2.1, FluxOR thallium flux fluorescence; hits give low values | B-score at 10 µM | 310,000 tested, 0.85% active | AID 1672;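 active = fluorescence ratio B-score at or below minus 3 SD of library scores, with starting-brightness B-score within 2 SD, cut at about -4.2 in these data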;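 note: channel flux triggered by added potassium and thallium sulfate stimulus; B-score of peak minus minimum fluorescence over baseline after thallium stimulus; more negative B-score means stronger Kir2.1 block with less thallium influx; some compounds called inactive have numbers as strong as hits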
Target sequence (P35561 whole entry, looked up): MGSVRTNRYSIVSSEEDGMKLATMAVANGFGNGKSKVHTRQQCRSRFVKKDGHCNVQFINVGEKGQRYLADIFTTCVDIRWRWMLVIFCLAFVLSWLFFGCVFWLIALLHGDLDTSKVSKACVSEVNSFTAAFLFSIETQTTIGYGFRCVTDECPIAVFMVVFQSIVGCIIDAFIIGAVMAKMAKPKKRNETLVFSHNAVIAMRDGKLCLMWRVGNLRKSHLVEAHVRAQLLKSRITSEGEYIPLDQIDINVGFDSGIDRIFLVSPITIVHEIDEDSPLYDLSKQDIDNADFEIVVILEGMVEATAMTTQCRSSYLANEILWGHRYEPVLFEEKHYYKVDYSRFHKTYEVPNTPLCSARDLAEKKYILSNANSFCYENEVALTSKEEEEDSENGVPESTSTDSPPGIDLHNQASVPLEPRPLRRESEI
STK33 inh: blocks human STK33 kinase activity; Q9BYT3; purified STK33, MBP phosphorylation, ADP-Glo luminescence; inhibition, % at 10 µM; 320,000 tested, 0.073% active; AID 2661;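 active = inhibition at or above 25%, using the most active replicate where run in duplicate; inactive = inhibition below 25%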
Target sequence (Q9BYT3 whole entry, looked up): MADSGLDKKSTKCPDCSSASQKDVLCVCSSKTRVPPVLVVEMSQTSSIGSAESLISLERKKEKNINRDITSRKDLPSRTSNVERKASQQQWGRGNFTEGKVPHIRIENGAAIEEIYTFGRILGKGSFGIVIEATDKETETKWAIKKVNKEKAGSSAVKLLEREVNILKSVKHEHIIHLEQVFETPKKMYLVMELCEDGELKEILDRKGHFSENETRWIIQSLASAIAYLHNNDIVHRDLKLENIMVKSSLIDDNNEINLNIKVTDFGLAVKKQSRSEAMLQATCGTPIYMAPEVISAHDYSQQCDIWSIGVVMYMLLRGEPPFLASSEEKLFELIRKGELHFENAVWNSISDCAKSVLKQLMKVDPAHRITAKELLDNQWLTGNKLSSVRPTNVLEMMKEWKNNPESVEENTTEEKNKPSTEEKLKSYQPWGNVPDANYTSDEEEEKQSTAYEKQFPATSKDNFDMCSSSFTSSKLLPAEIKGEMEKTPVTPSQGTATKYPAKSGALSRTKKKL
* = called active by the depositor; / = no result given.

Values run as follows: Kir21 block	STK33 inh
CCCCc1nccn1CCn1ccnc1CCCC
  -1.92	-0.1
Cc1nc2ccccn2c1-c1csc(Nc2cccc(O)c2)n1
  0.66	/
Cc1ccc(-c2nnnn2-c2ccccc2C(=O)O)cc1
  -0.97	-1.9
COc1ccc(OC)c(C(=O)/C=C/c2cccnc2)c1
  -0.38	3.4
COc1ccc(NC(=O)CSc2nc3sc(C)c(C)c3c(=O)n2Cc2ccco2)cc1
  -0.37	-2.6
CC1CC(C)(C)N2C(=O)C3(Nc4ccccc4S3)c3cccc1c32 (stereo not drawn)
  -0.45	-1.5
CCc1c(O)nc(SCC(=O)N2CCOCC2)n(-c2ccccc2)c1=O
  0.14	0.2
O=C(Oc1ccc(/C=N/NC(=O)c2ccccn2)cc1)c1cccc(Br)c1
  1.54	-1.5
COc1ccc(N2CCN(C(CNC(=O)C(C)(C)C)c3cccnc3)CC2)cc1 (stereo not drawn)
  1.47	-1.0
CCN(CC1CCCN(CCc2cccc(F)c2)C1)C(=O)c1cc2ccccc2o1 (stereo not drawn)
  -0.92	-1.3
CCC(C(=O)OCC(=O)Nc1cc(Cl)ccc1Cl)c1ccccc1 (stereo not drawn)
  -0.71	0.3
CN(Cc1ccccc1)C(=O)COC(=O)c1ccc(S(=O)(=O)N(C)C)cc1
  0	-0.2
O=C(Cn1cnc2c(nnn2Cc2ccccc2)c1=O)c1ccc(Cl)cc1
  -1.63	-1.7
CCC(c1nnnn1C(C)(C)C)N(Cc1cccs1)Cc1cc2cc(C)c(C)cc2n2nnnc12 (stereo not drawn)
  -0.61	-1.6
Cc1cc(C)cc(NC(=S)N2CC(C)OC(C)C2)c1 (stereo not drawn)
  -0.09	-1.1
Cc1ccccc1S(=O)(=O)Nc1ncnc2ccccc12
  -0.78	2.3
COc1ccc(COCC(O)CN2CCC(C(N)=O)CC2)cc1OC (stereo not drawn)
  -0.29	-0.7
O=C(Nc1nccs1)c1ccc(N2C(=O)C3CCCCC3C2=O)cc1 (stereo not drawn)
  -0.97	-0.1
Cc1cc2oc(=O)c3c(c2cc1OC(=O)c1ccco1)CCCC3
  -0.1	-0.2
C[C@H](O)C(=O)C1=Nc2c(nc(N)[nH]c2=O)NC1
  /	0.0
COC(C/C=C/[C@@H](O)[C@@H](C)OCc1ccccc1)OC
  -0.72	-0.9
O=C(CSc1ncccc1C(=O)O)NC12CC3CC(CC(C3)C1)C2
  -0.17	-2.5
NC(=O)c1cc(S(=O)(=O)Nc2ccccc2)cs1
  -0.95	-3.3
CC1CCN(S(=O)(=O)c2ccc(NC(=O)Cc3cccs3)cc2)CC1
  1.12	-0.2
O=C(O[C@H]1[C@H](Cc2ccccc2)NS(=O)(=O)[C@H]2C[C@@H]3C=C[C@]12O3)c1ccc([N+](=O)[O-])cc1
  /	-0.7
COc1ccc(N2CCN(S(=O)(=O)c3c(C(=O)N4CCOCC4)c(C)n(C)c3C)CC2)cc1
  2.56	-0.6
c1ccc(Cc2nnc3n2N=C(c2ccccc2)CS3)cc1
  0	-0.5
CS(=O)(=O)N(CCc1ccccc1)CC(=O)N1CCN(Cc2ccccc2)CC1
  -0.46	-1.3
O=C(CN(Cc1ccco1)C(=O)c1ccc(Cl)cc1)Nc1ccc(Cl)c(Cl)c1
  0.03	-1.8
CC(C)C[C@H](NC(=O)N1CCn2c1nc1ccccc12)C(=O)NCc1ccccc1
  -1.44	1.3

Structures shown so far with a Cl atom, in the order listed:
Values run as follows: Kir21 block	STK33 inh
CCC(C(=O)OCC(=O)Nc1cc(Cl)ccc1Cl)c1ccccc1 (stereo not drawn)
  -0.71	0.3
O=C(Cn1cnc2c(nnn2Cc2ccccc2)c1=O)c1ccc(Cl)cc1
  -1.63	-1.7
O=C(CN(Cc1ccco1)C(=O)c1ccc(Cl)cc1)Nc1ccc(Cl)c(Cl)c1
  0.03	-1.8

The list continues.
Values run as follows: Kir21 block	STK33 inh
O=C(NCCCl)NNc1c(Cl)cc(Cl)cc1Cl
  1.3	-0.4
CNc1ccccc1
  /	-1.1
CCOC(=O)c1c(NC(=O)CSc2nc3ccccc3s2)sc(C(C)=O)c1C
  0.28	-0.2
Cc1ccc(N(CC(=O)NCc2ccc(F)cc2)C(=O)c2ccco2)cc1C
  0.31	0.2
O=c1ccc(-c2ccccc2)nn1Cc1ccc(F)cc1
  1.24	0.9
O=C(NCc1ccccc1)Nc1cccn(Cc2ccccc2F)c1=O
  -0.58	-0.8
N#C/C(=C\c1ccc([N+](=O)[O-])o1)c1nc2ccccc2[nH]1
  -1.97	0.1
Cc1cccc(C)c1OCC(=O)Nc1cccc(-c2nnc(-c3ccccc3)o2)c1
  1	0.0
COc1ccc(N2C(=O)C(CC(=O)O)S/C2=N\N=C\c2cccs2)cc1 (stereo not drawn)
  1.79	0.2
CCC(=O)c1ccc(-c2ccccc2)cc1
  -0.53	3.1
CCCC1(C)SC(NC(C)=O)=NN1C(C)=O (stereo not drawn)
  0.65	-3.8
O=C(Nc1ccc(F)cc1F)c1ccccc1-c1ccccc1
  -2.4	-0.6
O=C(CNc1ccc(C(F)(F)F)cc1[N+](=O)[O-])OCC(=O)c1ccccc1
  1.36	-1.7
O=C(CCC(=O)c1ccc(Cl)cc1)OCc1nc2ccsc2c(=O)[nH]1
  0.73	-0.2
S=C(NCCCn1ccnc1)Nc1ccc(Cl)cc1Cl
  -3.87	-2.8
Cc1cccc(N2CCN(C(=O)c3ccc4c(c3)OCCO4)CC2)c1C
  -0.01	-0.5
O=C(O)c1cc(S(=O)(=O)Nc2ccc3cn[nH]c3c2)ccc1Cl
  /	0.9
CN1C(=O)c2ccccc2Sc2ccc(NC(=O)N3CCCC3)cc21
  1.1	-0.5
CCCOc1c(Br)cc(C(=O)NCC)cc1OC
  /	-0.5
COc1ccc2[nH]c(C(=O)O)c(NS(=O)(=O)c3ccc(OC)c(OC)c3)c2c1
  1.47	/
COc1ccccc1NC(=O)CSc1nnc(C)n1Cc1ccccc1
  -0.54	-2.4
COc1ccc(C2=NOC(C)(c3nnc(-c4ccncc4)o3)C2)cc1 (stereo not drawn)
  0.1	0.4
NS(=O)(=O)c1ccc(N/N=C/c2ccccn2)c([N+](=O)[O-])c1
  0.72	-0.3
Cc1ccc(NC(=O)C2CCN(S(=O)(=O)c3cccc4nonc34)CC2)cc1
  0.31	0.0
COCCCNC(=O)CC1C(=O)N(Cc2ccccc2)C(C)c2nc3ccccc3n21 (stereo not drawn)
  -0.12	0.6
CCOC(=O)N1CCN(C(=O)CSc2nnc3[nH]c(=O)c(C)c(C)n23)CC1
  -0.75	-1.6
CCOC(=O)C1CCN(C(=O)c2ccccc2NC(=O)c2ccc(Cl)cc2)CC1
  -0.22	-1.6
CC(=O)N1CCC(N(C(=O)Nc2c(F)cccc2F)C(C)C)CC1
  1.38	0.1
CCOC(=O)c1ccc(COC(=O)c2cc3ccccc3oc2=O)o1
  /	0.9
CCCCn1c(N)c(N(CCOC)C(=O)CSc2nnc(-c3ccc(F)cc3)n2N)c(=O)[nH]c1=O
  -0.73	0.5

Next structures follow:
Values run as follows: Kir21 block	STK33 inh
CC1CC(C)CN(C(=O)C(NS(=O)(=O)c2ccc3c(c2)oc(=O)n3C)C(C)C)C1 (stereo not drawn)
  0.13	0.2
O=C(O)c1ccc2c(c1)C(=O)N(c1ccccc1-c1ccccc1)C2=O
  1.87	-0.5
COc1ccccc1N1C(=O)CC(Sc2nccc(C)n2)C1=O (stereo not drawn)
  2.38	-1.2
O=C1Nc2ccccc2C1=Nc1ccc(-c2nnc3n2CCCCC3)cc1
  -0.13	0.3
C=CCn1c(SCC(=O)c2[nH]c(C)c(C(=O)OCC)c2C)nc2scc(-c3ccc(OC)cc3)c2c1=O
  -0.03	/
CCOC(=O)c1ccc(S(=O)(=O)N2CCN(Cc3cc4c(cc3O)OCO4)CC2)cc1
  /	0.5
CCN(C(=O)c1c(N)cnn1C)c1ccccc1
  1.39	-0.9
Cc1cc(C)c(S(=O)(=O)N2CCC(C(=O)NCc3ccco3)CC2)c(C)c1
  0.81	-0.8
O=C(Nc1ccc(Cl)cc1)Nc1ccc(N2CCOCC2)cc1
  0.98	1.9
Cc1ccc(Cl)cc1N1CCN(C(c2cccnc2)c2nnnn2C2CCCCC2)CC1 (stereo not drawn)
  0.02	-1.5
COc1ccc(C2/C=C\CN(C(=O)Nc3ccccc3-c3ccccc3)CC(=O)N2Cc2ccc(F)cc2)cc1 (stereo not drawn)
  -0.97	-0.6
CNC(=O)c1cnc(-c2ccccc2)nc1-c1ccccc1
  1.16	-0.9
O=C(CN1CCOCC1)Nc1ncc(Br)cc1Br
  0.47	-0.2
CC(=O)c1c(C)[nH]c(C(=O)NC2CCCCC2)c1C
  0.55	-0.4
Cc1oc2c(cc(NS(=O)(=O)c3cccs3)c3ccccc32)c1C(=O)OC(C)C
  -0.5	-1.0
CN1C(=O)c2ccc(C(=O)NCc3ccccn3)cc2C1=O
  0.69	-1.6
CCC1COCCS(=O)(=O)N1Cc1ccc(Cl)cc1 (stereo not drawn)
  -2.22	-0.5
COc1ccc(CNC(=O)OCc2nccnc2C(=O)Nc2ccc(Br)cn2)cc1
  1.25	-0.8
COc1cccc(NC(=O)CCS(=O)(=O)c2cc3c(cc2Cl)NC(=O)CO3)c1
  1.43	-0.2
Cc1ccc(NC(=S)NCc2cccn2C)cc1
  0.38	-1.0
COc1cc(C=O)ccc1OCc1ccc(Cl)nc1
  -1.97	-0.1
CC(C)(C)c1cc(CN2CCN(CCC#N)CC2)cc(C(C)(C)C)c1O
  -0.95	-1.9
Cc1cc(NS(=O)(=O)c2cccs2)no1
  1.61	-3.3
CCN(CC)S(=O)(=O)c1ccc(-c2nnc3sc4cccc(C)c4n23)cc1
  -0.03	1.6
CCc1ccc(OCC(=O)NC(=S)Nc2ccc(C(=O)O)cc2)cc1
  1.49	-0.6
CCOc1c(OC)cc(C2C(C#N)=C(N)Oc3n[nH]c(-c4ccncc4)c32)cc1OC (stereo not drawn)
  0.46	1.4
COc1cccc(/C=C/c2ccc3cccc(O)c3n2)c1OC
  2.49	-1.2
CC1C=CCC2C(=O)N(c3cccc(C(=O)Nc4ccc(Br)cc4)c3)C(=O)C12 (stereo not drawn)
  1.31	2.4
Cc1cc(=O)[nH]c2n[nH]c(-c3ccccc3)c12
  -0.5	1.2
COCCOC(=O)C1=C(C)NC(C)=C(C(=O)OCCOC)C1/C=C/c1ccccc1OC
  -1.88	-1.0

Later entries
Values run as follows: Kir21 block	STK33 inh
COc1ccccc1C1C(C(N)=O)=C(C)Nc2ncnn21 (stereo not drawn)
  0.72	-0.8
O=C(Nc1ccc(-c2cn3ccccc3n2)cc1)c1cccs1
  0	-0.5
Cc1nn(CC(=O)N2CCN(c3cccc(C(F)(F)F)c3)CC2)c(=O)c2cccn12
  0.13	-0.5
Cc1cccc(C(C)C)c1NC(=O)C1CCN(S(=O)(=O)c2ccccc2)CC1
  1.03	-0.6
O=C(Nc1cccc(Cl)c1)N1CCCCCC1
  -1.73	0.5
CCCC(c1nnnn1Cc1cccs1)N1CCN(C2CCCC2)CC1 (stereo not drawn)
  0.85	-0.9
COc1ccc(CN2CCC(C(=O)c3ccc(Cl)cc3)CC2)cc1
  -9.8*	-4.9
O=C(COC(=O)c1ccccc1F)NC1CCCC1
  1.02	-1.1
CC(/C=N/n1c(COc2ccccc2)n[nH]c1=S)=C\c1ccccc1
  -0.41	1.5
COc1cccc(-c2nc(Cc3ccc(OC)c(OC)c3)no2)c1
  -0.56	0.6
CC1CCCCN1CCCNC(=O)CCCN1C(=O)c2cccnc2Sc2ccccc21 (stereo not drawn)
  0.17	0.8
CC1CCN(C(=O)CCc2ccc(S(=O)(=O)NC(C)(C)C)cc2)CC1
  -0.27	0.5
CNc1nc2c(C)cccn2c(=O)c1C=Nc1ccc(OC)cc1
  -0.12	-0.9
CCOc1cc(/C=C2\SC(=NC)N(C)C2=O)cc(Cl)c1OC(C)=O
  -0.17	-1.0
N#Cc1ccc(-c2ccc(F)cc2)nc1Oc1ccc(F)cc1
  -1.38	-0.2
CC(=O)N1c2ccc(S(=O)(=O)N3CCC(C(=O)NCc4ccccc4Cl)CC3)cc2CC1C (stereo not drawn)
  0.12	-1.9
COc1ccc(-c2csc(NC(=O)CN3C(=O)NC4(CCCC4)C3=O)n2)c(OC)c1
  1.46	-1.4
CC(=O)CSc1nc2cc3c(cc2cc1C#N)OCCO3
  0.12	1.4
CC1CCN(C(=O)COC(=O)CCC(=O)c2ccc(Cl)cc2)CC1
  /	-1.0
Cc1ccc(C(=O)Nc2c3c(nn2C(C)(C)C)CS(=O)(=O)C3)cc1C
  -0.08	-1.2
CCOc1ccc2nc(C)cc(Nc3ccc4c(c3)OCCO4)c2c1
  -2.11	-1.1
O=C(NCCS(=O)(=O)NCc1ccc(F)cc1)c1ccccc1
  -1.25	-1.7
COc1ccc(C)c2sc(N(CCN(C)C)C(=O)/C=C/c3cccs3)nc12
  0.64	0.8
COc1ccc(/C=C2\SC(=S)N(C(C)C(=O)NC3C=CS(=O)(=O)C3)C2=O)cc1 (stereo not drawn)
  -0.27	0.3
COc1ccc(OC)c(NC(=O)C2C(C(=O)O)C3(Cl)C(Cl)=C(Cl)C2(Cl)C3(Cl)Cl)c1 (stereo not drawn)
  0.84	-1.4
O=C(Nc1ccc2c(c1)OCCO2)C1CCN(C(=O)c2ccc(Br)cc2)CC1
  -1.89	-0.2

Of the compounds above, two contain a CF3 group:
Values run as follows: Kir21 block	STK33 inh
O=C(CNc1ccc(C(F)(F)F)cc1[N+](=O)[O-])OCC(=O)c1ccccc1
  1.36	-1.7
Cc1nn(CC(=O)N2CCN(c3cccc(C(F)(F)F)c3)CC2)c(=O)c2cccn12
  0.13	-0.5

Compound activity as filed in PubChem BioAssay.
